Screening data deposited in PubChem BioAssay by National Center for Advancing Translational Sciences (NCATS).
Tau fibril FP – qHTS for Inhibitors of Tau Fibril Formation, Fluorescence Polarization; Microtubule-associated protein tau (Homo sapiens), P10636; K18 P301L tau heparin fibrillization, Alexa594 FP, 6 h; Potency, µM (doses to about 57.7 µM), without a hit: at the highest dose activity, negative = inhibition, actives largely listed as inhibitors; hit rate 0.39% among 280,000; AID 1468, 2008; also: % is scaled to controls: 0 for no effect and ±100 for the full control effect; nearly all actives have a fitted effect of over 55% in size
Target sequence (P10636 561-689 P618L limits assumed): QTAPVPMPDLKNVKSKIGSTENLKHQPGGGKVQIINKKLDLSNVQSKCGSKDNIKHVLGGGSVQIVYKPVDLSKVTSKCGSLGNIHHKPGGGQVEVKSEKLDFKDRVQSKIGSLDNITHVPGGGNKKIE
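Compound effects on tau fibrillization are measured by Alexa 594 fluorescence polarization (ex 555, em 632 nm). K18 P301L tau is used at 15 uM with 0.24 uM labeled tracer, and 20 uM heparin induces aggregation over 6 hr at 37 C.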
GAA glycogen – qHTS Assay for Inhibitors and Activators of Human alpha-Glucosidase Cleavage of Glycogen | Lysosomal alpha-glucosidase (Homo sapiens), P10253 | recombinant GAA, glycogen substrate, Amplex Red glucose oxidase fluorescence | Potency, µM (highest dose often 76.4 µM), without a hit: top-dose activity change, negative = inhibition, most hits filed as inhibitors | hit rate 0.38% among 300,000 | AID 2100, 2009;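 also: 0% = full enzyme reaction and -100% = no-enzyme basal signal; the screen sought inhibitors and activators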
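Recombinant human alpha-glucosidase (4 nM final) hydrolysed bovine liver glycogen (30 ug) for 40 min at 37 C in pH 5.0 citrate/phosphate with 0.01% Tween-20. Released glucose detected by glucose oxidase/Amplex Red, Ex 573/Em 610 nm. Compounds up to 77 uM; AC50 from Hill fits.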
GAA inhib – qHTS Assay for Inhibitors of Human alpha-Glucosidase as a Potential Chaperone Treatment of Pompe Disease | Lysosomal alpha-glucosidase (Homo sapiens), P10253 | purified human GAA, 4-MU-alpha-glucoside fluorescence | Potency, µM (doses to about 76.9 µM), without a hit: top-dose activity change, negative = inhibition, usual class: inhibitors | hit rate 0.005% among 200,000 | AID 1466, 2008;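 also: plate controls were uninhibited enzyme wells for no effect and no-enzyme background for full effect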
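Fluorogenic assay: 4 nM human alpha-glucosidase with 400 uM 4-methylumbelliferyl-alpha-D-pyranoside in 50 mM citrate/phosphate, 0.005% Tween-20, pH 5.0, 20 min at room temperature. Compounds tested up to 77 uM; AC50 from Hill fits.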
Tau fluor counter – Counterscreen qHTS for Inhibitors of Tau Fibril Formation, Fluorescence Polarization; hit rate 0.93% among 280,000; tau K18 P301L Alexa594 fluorescence, heparin fibrillization; Potency, µM (highest dose often 57.7 µM), for the others: top-dose activity change, negative = decrease; also: % is scaled to controls: 0 for no effect and ±100 for the full control effect; nearly all actives have a fitted effect of over 55% in size
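Human tau K18 P301L (15 uM unlabeled, 0.24 uM Alexa 594-labeled) in 100 mM sodium acetate pH 7 with 20 uM heparin, 6 hr at 37 C. ThT 30 uM added, 1 hr ambient; Alexa 594 FP and total fluorescence read at 555/632 nm.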
aGal spleen mod – qHTS Assay for Inhibitors and Activators of Human alpha-Galactosidase From Spleen Homogenate | Alpha-galactosidase A (Homo sapiens), P06280 | human spleen homogenate, 4MU-alpha-Gal fluorescence, 40 min | Potency, µM (highest dose often 80 µM), for inactives: top-dose activity change, negative = inhibition, usual class: inhibitors | hit rate 0.008% among 240,000 | AID 2107, 2009;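 also: 0% = enzyme with vehicle and -100% = no enzyme basal signal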
Target sequence (P06280 32-429 limits assumed): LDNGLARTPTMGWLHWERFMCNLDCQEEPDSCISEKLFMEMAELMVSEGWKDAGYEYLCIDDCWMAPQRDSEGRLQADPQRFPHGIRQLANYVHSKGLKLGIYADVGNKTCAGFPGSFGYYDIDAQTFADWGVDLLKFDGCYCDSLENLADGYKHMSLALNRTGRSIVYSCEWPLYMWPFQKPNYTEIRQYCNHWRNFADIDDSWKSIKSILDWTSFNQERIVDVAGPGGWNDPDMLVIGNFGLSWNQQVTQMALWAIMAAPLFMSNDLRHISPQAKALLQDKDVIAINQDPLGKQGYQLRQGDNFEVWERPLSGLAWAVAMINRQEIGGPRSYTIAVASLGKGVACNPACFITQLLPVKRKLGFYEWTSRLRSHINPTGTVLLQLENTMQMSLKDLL
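Human spleen homogenate (1 ug) was the enzyme source, with 4-methylumbelliferyl-alpha-D-galactopyranoside (1 mM final) in pH 5.0 citrate buffer with 0.01% Tween-20. Compounds were titrated; after 40 min at 37C, NaOH/glycine stop, 4-MU fluorescence read; AC50 from Hill fits.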
Tau fibril ThT – qHTS for Inhibitors of Tau Fibril Formation, Thioflavin T Binding; Microtubule-associated protein tau (Homo sapiens), P10636; recombinant tau K18 P301L, heparin-induced fibrillization, ThT fluorescence; Potency, µM (highest dose often 57.4 µM), inactives show at the top dose activity, negative = inhibition, hits mostly inhibitors; hit rate 2.1% among 270,000; AID 1460, 2008; also: % is scaled to controls: 0 for no effect and ±100 for the full control effect; nearly all actives have a fitted effect of over 55% in size
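Using a mix of unlabeled (15 uM) and Alexa 594-labeled (0.24 uM) tau K18 P301L, heparin-triggered fibrillization over 6 hr at 37 C was scored by ThT fluorescence.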
HTT cytoprotect – qHTS Multiplex Assay to Identify Dual Action Probes in a Cell Model of Huntington: Cytoprotection (ATP) | PC12 HTT-Q103 induced, cytoprotection, ATP luminescence, 40 h | Potency, µM (doses to about 56.4 µM), for inactives: cytoprotection (ATP increase), most hits filed as activators | hit rate 0.14% among 230,000;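 also: % of control where 0% means no effect; nearly all actives have a fitted effect of over 45% in size; toxic huntingtin expression switched on by the ecdysone agonist tebufenozide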
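Readout: ATPlite luminescence (ATP level). Model: stable PC12, inducible Htt exon1 Q103-GFP. Inducer: tebufenozide, 100 nM final. Compounds: dose series. No G418 in medium.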
GAA spleen mod – qHTS Assay for Inhibitors and Activators of Human alpha-Glucosidase From Spleen Homogenate | Lysosomal alpha-glucosidase (Homo sapiens), P10253 | human spleen homogenate, 4-MU-alpha-glucoside fluorescence | Potency, µM (highest dose often 79.9 µM), inactives show top-dose activity change, negative = inhibition, hits mostly inhibitors | hit rate 0.006% among 240,000 | AID 2112, 2009;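 also: 0% = enzyme with vehicle and -100% = no enzyme basal signal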
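Human spleen homogenate (1 ug) with 4-methylumbelliferyl-alpha-D-glucopyranoside (1 mM final) in 50 mM citrate/phosphate pH 5.0, 0.01% Tween-20; 40 min at 37 C. Stopped at pH 10; 4-MU fluorescence Ex 365/Em 440 nm; AC50 by Hill fit.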
* marks the source's active call; other numbers are inactive results; ? = inconclusive; . = no result given; & = joins results of further samples; [ ] = remark or other dose. Calls follow the shape of the dose curve; as a rule, active = well fitted curve in the direction sought with a large enough effect; inconclusive = small, poorly fitted or top-dose-only effect, or another doubt; inactive = no such curve, though single readings can be large; an effect the other way counts as inactive or inconclusive. Potency is read from the fitted curve at half-maximal effect. Compounds as they come; any-hit rate near 3.3%.

compound | Tau fibril FP | GAA glycogen | GAA inhib | Tau fluor counter | aGal spleen mod | Tau fibril ThT | HTT cytoprotect | GAA spleen mod
Cc1ccc(-c2nc(CS(=O)(=O)CC(=O)NCc3ccccc3Cl)c(C)o2)cc1 | -3% | -14%[76.3 µM] | . | -9% | . | 9% | . | .
COc1ccc(OCc2ccc(-c3nc(C#N)c(N4CCN(C)CC4)o3)o2)cc1 | 6% | -4%[76.3 µM] | . | ? | . | ? | . | .
CCOC(=O)C1CCCN(S(=O)(=O)c2ccc3c(c2)N(C)C(=O)CC(=O)N3C)C1 (configuration not stated) | 1% | -4%&-10%[76.3 µM] | . | -20% | . | -1% | . | .
COc1ccc(OC)c(NC(=O)C2CC(C)=C(C)CC2C(=O)O)c1 (configuration not stated) | 3% | -13% | -12% | 6% | 6% | -8% | -3% | -3%
COc1cccc2nc3cc(C)c(C)cc3nc12 | ? | -20% | -4% | -27% | -10% | 22µM* | -56%[inhibitor][10 µM] | -18%
CC(C)Cn1c(N)c(C(=O)COC(=O)c2ccc(F)cc2)c(=O)n(C)c1=O | -13% | 0% | -3% | -10% | -15% | -4% | 7%[10 µM] | -2%
CCN1CCC(=NNC(=O)c2ccco2)CC1 | 4% | 17% | -13% | -6% | 2% | -4% | -31% | 0%
CCCCc1nc2c(c3c1C[C@H](C)OC3)CN(C(=O)Nc1ccc(OC)cc1)CC2 | 3%[11.6 µM] | . | . | 0%[11.6 µM] | -2%[17.5 µM] | 3%[11.5 µM] | -24%[10 µM] | 0%[17.4 µM]
c1ccc(C[n+]2cccc3c4ccccc4ccc32)cc1 | 1% | 1% | ? | 5% | ? | -1% | -65%[inhibitor] | ?
COc1ccc(OC)c(CNC(=O)C2CCN(S(=O)(=O)N3CCCC3)CC2)c1 | 3% | -3% | -8% | -2% | -13% | -5% | -7% | -4%
COc1cccc(Cn2c(NCc3cccnc3)nc3c2c(=O)n(C)c(=O)n3C)c1 | 6% | 5% | -8% | -5% | 1% | 2% | -52%[inhibitor][10 µM] | -8%
CCSc1nc(-c2ccccc2)c(-c2ccccc2)n1CC(O)CO (configuration not stated) | 5% | 1% | 0% | -4% | 4% | -7% | -19% | 3%
Nc1cccc2c1C(=O)N(Cc1cccc(Cl)c1)C2=O | ? | -5% | -4% | ? | -16% | 2% | -25% | -13%
COc1ccc(-n2c(SCC(=O)Nc3nccs3)nnc2-c2ccccc2)cc1 | -7% | 7% | -4% | -3% | 1% | -6% | 1% | -17%
O=C(Nc1ccccc1F)N1CCCC1c1cccnc1 (configuration not stated) | 4% | 6% | 6% | -2% | -10% | -5% | -6%[10 µM] | -7%
CN(c1nc(-c2ccccc2)cs1)C1CCS(=O)(=O)C1 (configuration not stated) | -1% | -2% | -17% | -2% | 3% | -7% | -19% | 1%
CCS(=O)(=O)c1nc2ccccc2n1Cc1ccccn1 | -2% | -12% | 4% | -7% | 5% | -6% | 10% | -7%
COc1ccc(C(CC(=O)c2ccccc2)S(=O)(=O)c2ccccc2)cc1 (configuration not stated) | 6% | -3% | 3% | 2% | -22% | -16% | -5%[10 µM] | -3%
COc1ccc(NC(=S)N2CCNC(=O)C2CC(=O)Nc2cccc(Cl)c2C)cc1 (configuration not stated) | -11% | 6% | -10% | -15% | -9% | 4% | 1%[0.074 µM] | -6%
CC(=O)c1cccc(NC(=S)NC(=O)c2ccc(C)cc2Cl)c1 | -2% | ? | 5% | -7% | 3% | 5% | -23% | -4%
CCC(=O)N1CCc2cc(S(=O)(=O)CCC(=O)Nc3ccc(C)c(F)c3)ccc21 | -10% | 2% | -8% | -3% | -15% | -2% | 23%[10 µM] | 1%
CC(C)CCc1noc(CN2CCC(C(=O)N3CCOCC3)CC2)n1 | -7% | 0% | . | -4% | 0% | -10% | 33%[10 µM] | 1%
CC1=C(C)C(=O)N(c2ccc(C(=O)O)cc2)C1=O | 5% | -6% | 6% | 4% | 1% | -3% | -10%[10 µM] | -1%
COc1ccc(Cc2nc(-c3cccnc3)no2)cc1OC | -3% | 11% | 5% | -11% | -2% | -8% | -15%[10 µM] | -1%
CN(/N=C/c1ccc2c(c1)OCO2)c1ccccc1 | ? | -11% | 2% | 6% | -5% | 1% | -2%[10 µM] | -5%
CCOC(=O)C(C(=O)Nc1ccccn1)C1CCCCC1 (configuration not stated) | 6% | -1% | 3% | 1% | 2% | -4% | -18% | 0%
Cc1c(NC(=O)C(C)OC(=O)c2cccnc2)c(=O)n(-c2ccccc2)n1C (configuration not stated) | 9% | 10% | -5% | 11% | -13% | 13% | 1%[10 µM] | -2%
CCN1C(C(=O)c2ccccc2)=C(OC(=O)COc2ccccc2)c2ccccc2S1(=O)=O | 5% | 7%[76.3 µM] | . | -9% | . | ? | . | .
CC1CCc2onc(C(=O)O)c2C1 (configuration not stated) | 6% | 17% | 12% | -4% | -5% | 5% | ? | -9%
COC(=O)c1cc(NC(=O)CN2CCOCC2)cc(C(=O)OC)c1 | 0% | -11% | 2% | -4% | -2% | -8% | 5% | -5%
CCc1cccc(CC)c1NC(=O)COC(=O)CC1c2ccccc2CCN1S(=O)(=O)c1ccc(F)cc1 (configuration not stated) | 3% | -10% | -13% | -15% | 2% | -15% | -28%[10 µM] | 2%
CC(C)C[C@H](NC(=O)N1CCCCCC1)C(=O)N[C@H](Cc1cn(C)c2ccccc12)C(=O)N[C@H](Cc1ccccn1)C(=O)O | 4% | . | . | -2% | -4%&0% | -6% | ? | 4%&-8%
Cc1ccc(/C=C2/NC(=O)N(Cc3ccccc3)C2=O)o1 | ? | -9% | -7% | -21% | 8% | 32µM* | . | -3%
O=C(CCC(=O)OCC(=O)c1ccccc1)NC1CCCCC1 | 3% | 5% | -13% | 2% | 1% | -9% | -12% | 0%
CC1(C)C2CCC1(C)C(Nc1ccccc1)C2 (configuration not stated) | 8% | 3% | . | 0% | 8% | 5% | -6%[10 µM] | 4%
CCCN(C(=O)CCc1nc(-c2ccccc2F)no1)c1ccc(CC)cc1 | -4% | -10%[76.3 µM] | . | -4% | . | -10% | . | .
CCN1C(=O)c2ccccc2S(=O)c2ccc(C(=O)N3CCN(c4ccc(F)cc4)CC3)cc21 (configuration not stated) | 5% | -3%[76.3 µM] | . | -17% | . | -15% | . | .
CC(C)[C@H](NC(N)=O)C(=O)NNC(=O)COc1cccc(C(F)(F)F)c1 | 2% | 2% | . | -7% | 9% | -6% | -2%[10 µM] | 7%
Cc1nc(N2CCCCC2)c2c(C)c(C(=O)Nc3ccccc3C(F)(F)F)sc2n1 | -3% | -17% | -6% | -18% | 5% | -20% | -34% | 1%
Cc1ccc(NC(=O)c2c(-c3ccccc3)noc2C)nc1 | 0% | 4% | -9% | 2% | -1% | 4% | 18%[0.074 µM] | -4%
COc1ccc(C(=O)NCCCCCC(=O)N/N=C/c2ccco2)cc1OC | -3% | 4% | -1% | -9% | 0% | -10% | . | 6%
Cc1nn(-c2ccccc2)c(C)c1/C=N/N1CCN(c2ccccc2)CC1 | -4% | -13% | ? | -24% | 1% | ? | 6%[10 µM] | -6%
Cc1ccc(C)c(N2CCN(C(=O)CCCCn3c(=O)[nH]c4ccccc4c3=O)CC2)c1 | 0% | 1% | -6% | -22% | -2% | -21% | -15% | 0%
O=C(/C=C/c1ccc(O)c(O)c1)c1ccc(S(=O)(=O)N2CCCCCC2)cc1 | 13% | ? | -3% | ? | -3% | ? | -1%[10 µM] | -9%
COc1ccccc1-n1c(SCC(=O)c2ccc(O)cc2O)nc2cc([N+](=O)[O-])ccc21 | ? | -2% | -10% | 10µM*[quencher] | 1% | -5% | 26%[10 µM] | 5%
O=S(=O)(c1ccc(F)cc1)N1CCCN(c2nccc(C(F)(F)F)n2)CC1 | 0%[0.0958 µM] | -2% | . | -2%[0.0958 µM] | 14% | . | 15%[10 µM] | 2%
Cc1ccc(CCCOC(=O)C[N+]2(C)CCCC2)cc1 | -4% | 11% | -10% | 0% | -6% | 1% | -6%[10 µM] | -6%
CCOc1ccc(C(=O)NN2C(=S)NC(C)(C)C=C2C)cc1 | -1% | 4% | . | 0% | 7% | -4% | -3%[10 µM] | 3%
O=C(NCc1ccco1)C1CN(S(=O)(=O)c2ccccc2)CCN1S(=O)(=O)c1ccccc1 (configuration not stated) | -9% | -8% | -8% | -7% | -7% | -15% | 8% | -16%
Cc1ccc(-c2cc(C(=O)N3CCCc4ccccc43)no2)cc1 | -3% | 9% | 9% | -16% | -3% | ? | -2%[10 µM] | 2%
Cc1ccccc1NC(=O)CSc1nc2c(c(-c3ccco3)c1C#N)CCCC2 | 1% | 10% | ? | 6% | -5% | 10% | 5% | -2%
CC/C(C)=C1\SC(N2CCN(C(C)=O)CC2)=NC1=O | 0% | 10% | 6% | 2% | 20% | -1% | 7% | 13%

Some of the entries above in a different format.
Each structure is followed by: Tau fibril FP	GAA glycogen	GAA inhib	Tau fluor counter	aGal spleen mod	Tau fibril ThT	HTT cytoprotect	GAA spleen mod
- Cc1ccc(C)c(N2CCN(C(=O)CCCCn3c(=O)[nH]c4ccccc4c3=O)CC2)c1
→ 0%	1%	-6%	-22%	-2%	-21%	-15%	0%
- CCOc1ccc(C(=O)NN2C(=S)NC(C)(C)C=C2C)cc1
→ -1%	4%	.	0%	7%	-4%	-3%[10 µM]	3%
